mcGAS inh: blocks mouse cGAS activity; Q8C6L5; 160,000 tested, 0.15% active; AID 1259399; recombinant cGAS, Kinase-Glo ATP depletion luminescence; inhibition, % at 12.5 µM;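 further: 0% = negative control wells and 100% = reference inhibitor with no enzyme activity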
hcGAS inh: inhibitors of human cGAS; 290,000 tested, 0.081% active; recombinant h-cGAS, ATP depletion, Kinase-Glo luminescence; inhibition, % at 12.5 µM; AID 1259398;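 further: 0% = vehicle reaction and 100% = reaction without DNA for no activity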
Target sequence (Q8N884 whole entry, looked up): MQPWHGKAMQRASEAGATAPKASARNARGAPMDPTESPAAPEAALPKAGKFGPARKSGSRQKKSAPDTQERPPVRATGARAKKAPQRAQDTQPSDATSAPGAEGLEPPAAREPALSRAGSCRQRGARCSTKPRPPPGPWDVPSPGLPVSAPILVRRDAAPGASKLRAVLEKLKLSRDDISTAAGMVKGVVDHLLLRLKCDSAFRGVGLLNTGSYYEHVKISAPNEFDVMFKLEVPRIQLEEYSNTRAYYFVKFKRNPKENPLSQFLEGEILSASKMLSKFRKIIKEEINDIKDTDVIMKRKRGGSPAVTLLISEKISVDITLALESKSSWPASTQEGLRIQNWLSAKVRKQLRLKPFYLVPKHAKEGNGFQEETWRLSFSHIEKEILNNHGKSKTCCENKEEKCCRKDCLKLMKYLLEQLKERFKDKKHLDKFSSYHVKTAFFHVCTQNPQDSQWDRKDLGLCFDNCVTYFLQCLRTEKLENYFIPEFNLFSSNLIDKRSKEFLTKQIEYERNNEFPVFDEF
NPYLR7 agonist: activates Aedes aegypti NPYLR7 receptor; HEK293T NPYLR7/Galpha15, GCaMP6s calcium fluorescence; activation, % at 10 µM; 270,000 tested, 0.15% active; in the data active means activation above about 40%;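 further: 0% = vehicle and 100% = reference agonist at the receptor; some compounds past the cut are filed as inactive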
Active calls of the source: *; / = no result given; & = joins results of further samples. Unless noted, no stated cut-off is given here; in the data, active means inhibition above about 40%; inactive means the rest.

SMILES | mcGAS inh | hcGAS inh | NPYLR7 agonist
O=C(Cc1c(F)cccc1Cl)NNC(=O)c1ccco1 | -7.7 | -10.6 | 11.5
CC1(C)Cc2ccccc2-c2c1c(=O)n(Cc1ccccc1)c1n[nH]c(=S)n21 | -7.8 | -16.7 | 1.3
COCCN(Cc1ccc(OC)c(OS(C)(=O)=O)c1)S(=O)(=O)c1ccc(OC)cc1 | -3.0 | -8.3 | -7.9
CCCC(=O)Nc1oc2c(C)cccc2c(=O)c1-c1cc(OC)c(OC)c(OC)c1 | / | -3.0 | 6.8
O=C(COc1ccccc1)N1CCN(c2ccc(-c3ccco3)nn2)CC1 | -8.5 | -4.3 | -4.4
Cc1cccnc1C(NC(=O)C1CCN(Cc2cccnc2)CC1)c1ccc(Cl)cc1 (stereo not given) | -4.9 | -4.7 | -0.3
CCn1nc(C)c(NC(=O)CN(C)Cc2snnc2C)c1C | / | 2.2 | 5.7
COc1ccc(S(=O)(=O)N(Cc2nccn2Cc2ccccc2)CC2CC2)cc1 | -3.4 | -2.2 | 8.5
Oc1c(C=Nc2cc(Cl)ccc2Cl)sc2ccccc12 | -7.2 | -2.8 | 34.2
CC(=O)c1c[nH]c(C(=O)Nc2nc(CN3CCCC(C)C3)cs2)c1 (stereo not given) | / | 7.2 | -3.8
Cc1ccc(Cc2nc(N3CCCN(C(=O)c4cccc(Br)c4)CC3)c3cnn(-c4ccccc4)c3n2)cc1 | -3.8 | -3.3 | 5.0
COc1cccc(C(CC(=O)NCCCN2CCCCC2C)c2c[nH]c3ccccc23)c1OC (stereo not given) | -9.5 | -11.4 | /
O=C(c1ccc(Cl)cc1)N(Cc1ccco1)Cc1nccn1Cc1ccc(Cl)cc1Cl | 1.0 | 1.7 | 0.2
CCOC(=O)[C@H]1[C@@H](O)C(=O)N(C)C12CCN(C(=O)Nc1ccccc1)CC2 | -5.0 | -4.8 | 21.2
COc1cccc(-c2nc(C=Nc3cccc(C)c3)c(O)o2)c1 | / | 6.0 | -7.1

Single records (already shown). Order of screens: mcGAS inh | hcGAS inh | NPYLR7 agonist
Results for `CCOC(=O)[C@H]1[C@@H](O)C(=O)N(C)C12CCN(C(=O)Nc1ccccc1)CC2` → -5.0 | -4.8 | 21.2
Results for `O=C(COc1ccccc1)N1CCN(c2ccc(-c3ccco3)nn2)CC1` → -8.5 | -4.3 | -4.4

Additional results
SMILES | mcGAS inh | hcGAS inh | NPYLR7 agonist
COc1cccc(C(=O)NCCn2ncc3c(=O)n(Cc4ccc(Cl)cc4)cnc32)c1 | -8.5 | -6.3 | -4.4
CC1(C(=O)NS(=O)(=O)c2cccc(F)c2)CCN1C(=O)c1cccc(F)c1 (stereo not given) | / | -9.1 | 1.0
Cc1[nH]cnc1CN1CCC(N2CCC(C(=O)NCC3CCCO3)CC2)CC1 (stereo not given) | -10.5 | -7.3 | 0.6
O=c1c(N=Nc2ccc(I)cc2)c(-c2ccc([N+](=O)[O-])cc2)[nH]n1-c1ccccc1 | -3.9 | -1.0 | -2.4
CC(c1ccccn1)N(C)Cc1ccc2nonc2c1 (stereo not given) | / | -4.6 | 2.7
CCOc1ccc(N=C2SCCN2C(=O)Cn2cnc3ccccc3c2=O)cc1 | -2.3 | 3.9 | -1.4
CCOC(=O)c1nn(-c2ccc(F)c(Cl)c2)cc1O | / | 5.0 | 1.0
CCOC(=O)c1c(N)sc(C(=O)Nc2ccc(C)cc2C)c1C | -5.7 | -3.5 | -2.9
CCn1c(Cn2cccc(C(F)(F)F)c2=O)nc2c(F)cccc21 | -16.0 | -6.6 | 4.8
O=C(NC1CCCCC1)N1CC(c2noc(C3CCCN3CC3CC3)n2)C1 (stereo not given) | 0.9 | 1.2 | /
O=S(=O)(NCC1(c2ccccc2)CC1)c1cccs1 | -8.4 | -14.6 | 0.4
Cc1cc(N(C)Cc2nc3ccccc3n2C)nc(-c2cccnc2)n1 | -2.6 | -0.8 | 2.5
O=C(CN(C(=O)c1cccc2ccccc12)C1CC1)NC1CC1 | / | -5.2 | 13.2
O=S(=O)(NCCOc1cc(N2CCCC2)ncn1)c1ccc(Cl)s1 | / | -6.8 | -0.9
COc1ccccc1CC1CCCN(C(=O)CN2C(=O)C(CC(C)C)NC(=O)c3ccccc32)C1 (stereo not given) | / | -6.5 | 0.1
CC(C)Cn1c(=O)[nH]c(=O)c2c(C(F)(F)F)cc(-c3ccncc3)nc21 | -7.7 | -7.0 | 8.3
Cc1cccc(COCC2CN(C(=O)c3ccc(OC(F)F)cc3)CCO2)c1 (stereo not given) | / | -5.8 | 26.9
COCC(=O)Nc1ccc(-n2nc(OCCc3ccc(OC)cc3)nc2-c2ccc(OC)cc2)cc1 | -5.1 | -14.9 | 15.8
CCN(CC)CCNC(=O)CN1C(=O)COc2ccc(C(=O)COc3cccc(Cl)c3)cc21 | / | -6.0 | 6.6
Cc1ccc(Cn2cc(SCC(N)=O)c3ccccc32)cc1 | / | 0.4 | 15.8
CC1CCc2c(sc3ncn4nnnc4c23)C1 (stereo not given) | / | -8.4&-4.4 | 11.0&0.1
Cc1cc2c(cc1C(=O)N1CCNC(C(=O)O)C1)OCCO2 (stereo not given) | -9.3 | -2.7 | /
O=C(NC(c1ccccc1)c1ccccc1)c1ccc(CSc2nc(Cl)cc(N3CCOCC3)n2)cc1 | -5.2 | -1.2 | 19.4
CC(C)(CCl)C(=O)N(CC(=O)N1CCc2sccc2C1c1ccc(F)cc1)C1CC1 (stereo not given) | -6.5 | -14.2 | -4.8
CC(C)C(Sc1ccccc1)C(=O)Nc1cnn(CC(N)=O)c1 (stereo not given) | -13.5 | -10.1 | 9.6
COc1cc2c(cc1OC)C(C(C)NC(=O)C1CC1)N(Cc1ccccc1F)CC2 (stereo not given) | 1.6 | 3.1 | -14.4
CCCN(CC(=O)N1CC(=O)N(c2ccc(Cl)cc2)C1)C(=O)C(c1ccccc1)c1ccccc1 | -7.6 | -5.8 | 4.9
Cc1ccc(C(C)C)c(OCC(=O)Nc2cc(S(=O)(=O)N3CCOCC3)ccc2C)c1 | / | -1.8 | 1.2
CCCOc1ccc(C2c3c(oc4ccc(C)cc4c3=O)C(=O)N2c2nccs2)cc1 (stereo not given) | / | -3.6 | 6.2
CC(NC(=O)C12CCC(=O)N1CCS2)C12CC3CC(CC(C3)C1)C2 (stereo not given) | / | -8.1 | -0.9
CCS(=O)(=O)NCCCn1nc(-c2ccco2)ccc1=O | / | -2.4 | -3.0
Cc1cc(NC(=O)CSC(C)c2ccc(F)cc2)n(C)n1 (stereo not given) | / | 2.9 | -2.8
O=C(N=Nc1c(O)[nH]c2ccc(F)cc12)c1ccccc1Cl | -5.7 | -0.8 | -10.0
CCCCCc1c2c(cc(O)c1C(=O)O)OC(=O)c1c(cc(OC)cc1C(=O)CCCC)O2 | / | -4.7 | -8.5
Cc1ccc(N2C(=O)CSC2c2cccc(NC(=O)c3ccccc3Br)c2)cc1F (stereo not given) | -4.5 | -4.3 | 17.9
Cc1ccsc1CN(CCN(C)C)C(=O)c1ncccc1O | -10.9 | -3.3 | -1.8
COc1cn(C)c(C(=O)NC(C)c2ccccc2)cc1=O (stereo not given) | / | -15.6 | 0.9
Cc1ccc(CN2CCN(Cc3c(C)n(C)n(-c4ccccc4)c3=O)CC2CCO)o1 (stereo not given) | / | -11.3 | 10.2
Cc1noc(/C=C/N(C)C)c1S(=O)(=O)N1CCc2ccccc2C1 | 0.1 | 12.2 | 19.0
CCc1c(C(=O)NC2CC2)c(CC(C)C)nn1-c1ccc(C)cc1 | -4.6 | -2.6 | 32.3
Cc1ccsc1-c1nc(Cn2c(CO)nc3ccccc32)c(C)o1 | / | -8.8 | 13.9
CC(=NCCO)C1=C(O)CC(C)(C)CC1=O | / | 1.7 | 11.7
Cc1ccc(CNC(=O)C2(C)CCN2C(=O)c2cc(C)n(C)n2)cc1 (stereo not given) | -2.8 | -6.4 | 8.7
CN1CCCN(C(=O)c2ccsc2)c2cc(F)ccc21 | / | -5.6 | 3.3
CC(NC(=O)c1ccc(=O)n(C)n1)c1cc2ccccc2o1 (stereo not given) | -7.9 | -14.0 | 10.3
CCCc1cc(C(=O)N(C)CC2CCS(=O)(=O)C2)sc1C (stereo not given) | -14.8 | -9.4 | 10.0
COC(=O)Cc1cc(=O)[nH]c(N=C(N)Nc2ccccc2OC)n1 | / | 2.1 | 18.5
CSc1nc(N2CCCC2)c2cnn(CCNC(=O)Cc3cccc(C)c3)c2n1 | -6.7 | -8.0 | /
CCc1noc(C)c1C(=O)NCc1cnn(C(C)C)c1 | / | -2.8 | 15.4
Cc1cc(CN(Cc2ccccc2)[C@H]2CCN(C)C[C@@H](O)C2)on1 | 1.1 | -4.1 | 4.7
CC(C(=O)Nc1ccc(F)cc1Cl)N1CCN(C(=O)C2CC2)CC1 (stereo not given) | / | -14.3 | 0.0
COc1ccccc1CN1CCn2nc(C(=O)NCCCN3CCCC3=O)cc2C1=O | -4.2 | 0.3 | 21.3
C=CC(C)(C)OCC(O)CN1C(C)(C)CC(O)CC1(C)C (stereo not given) | -9.4 | -9.9 | -0.1
CC1=C(C(=O)N(C)C)C(c2ccccc2Br)NC(=S)N1C1CC1 (stereo not given) | / | 10.0 | -4.8
Fc1ccc(C2CN(Cc3cccc(OCc4ccccn4)c3)CCO2)cc1 (stereo not given) | -11.3 | -8.6 | 0.2
OC[C@@H]1CNC[C@H]1C1CCN(C2CCOCC2)CC1 | -4.7 | -5.9 | /
CCOC(=O)c1cc(-c2cccc(NC(=O)[C@H](C)OC(C)=O)c2)n(-c2ccc(F)cc2)n1 | 2.3 | 5.0 | 12.6
O=C(c1ccc(SC(F)(F)F)cc1)N1CCC2(CC1)OCCO2 | 0.2 | 1.6 | -8.9
CCOc1ccc(C(C)=O)cc1CSC(=N)N | / | -8.2 | -6.8
O=C(c1ccccn1)N1C[C@H]2OC(=O)N(CCCN3CCOCC3)[C@H]2C1 | / | -1.5 | -4.0

Structures above containing a furan ring, fused or not:
SMILES | mcGAS inh | hcGAS inh | NPYLR7 agonist
O=C(Cc1c(F)cccc1Cl)NNC(=O)c1ccco1 | -7.7 | -10.6 | 11.5
O=C(COc1ccccc1)N1CCN(c2ccc(-c3ccco3)nn2)CC1 | -8.5 | -4.3 | -4.4
O=C(c1ccc(Cl)cc1)N(Cc1ccco1)Cc1nccn1Cc1ccc(Cl)cc1Cl | 1.0 | 1.7 | 0.2
CCS(=O)(=O)NCCCn1nc(-c2ccco2)ccc1=O | / | -2.4 | -3.0
Cc1ccc(CN2CCN(Cc3c(C)n(C)n(-c4ccccc4)c3=O)CC2CCO)o1 (stereo not given) | / | -11.3 | 10.2
CC(NC(=O)c1ccc(=O)n(C)n1)c1cc2ccccc2o1 (stereo not given) | -7.9 | -14.0 | 10.3

(list continues)
SMILES | mcGAS inh | hcGAS inh | NPYLR7 agonist
Cc1nc(NCc2ccccc2)c(N)c(Oc2ccccc2)n1 | / | -7.7 | 13.1
CC(=O)Nc1cc2c(cc1[N+](=O)[O-])OCCOCCOCCOCCO2 | -0.2 | -1.1 | -3.6
Cc1ccc(CSc2ccc(-c3sc(C)nc3C)nn2)cc1 | -8.2 | -3.0 | 2.2
Cc1cccc(Cn2nc3c(=O)n(-c4ccc(Br)cc4)ccn3c2=O)c1 | -9.5 | -7.0 | 3.5
CC(Sc1nncn1-c1ccccc1F)C(=O)NCCc1ccccc1 (stereo not given) | -3.6 | -19.5 | 17.3
CCc1cccc(N2C(=O)CSC2c2ccc(NC(=O)c3ccco3)cc2)c1 (stereo not given) | 1.2 | 3.3 | -3.4
O=C(Cc1ccccc1)Nc1nnc(SCc2ccccc2C(F)(F)F)s1 | -11.0 | -5.3 | /
COCCCN(CC(=O)N(Cc1cccn1Cc1ccc(F)cc1)C1CCCCC1)C(=O)COc1ccc(Cl)cc1 | -4.7 | -3.7 | -3.6
CC(C#N)CNC(=O)Nc1ccc(C(=O)NCc2ccccc2)cc1 (stereo not given) | / | -4.8 | -1.1
c1cncc(C2CCCCN2Cc2cn[nH]c2-c2cc3ccccc3o2)c1 (stereo not given) | / | -9.9 | 24.4
c1cnc(N2CCN(Cc3csc(-c4cccs4)n3)CC2)nc1 | / | -4.7 | 0.1
COc1ccc(C2=Nc3ncnn3C(c3ccc(Cl)cc3)C2)cc1 (stereo not given) | / | -8.8 | 3.0
CC(=O)c1ccc(NC(=O)CSc2nc(=O)n3cccc(C)c3n2)cc1 | / | -12.5 | 4.1
CCc1nc(C)ccc1OCC(=O)N1CCC2(CN(C)C(=O)O2)C1 (stereo not given) | / | -6.7 | 2.0
O=C(Cc1cccs1)NC1C(=O)N2C(C(=O)O)=C(C[n+]3ccccc3)CSC12 (stereo not given) | / | 17.5 | 32.6
CN(Cc1cn[nH]c1-c1ccc(-c2ccccc2)cc1)CC(O)c1ccccc1 (stereo not given) | / | -7.1 | 6.5
O=C1CCCN1CCCC(=O)N1CCc2c([nH]c3ccccc23)C1c1cccc(Cl)c1 (stereo not given) | -3.3 | -5.6 | -2.6
CN1CC2(CCN(C(=O)CCc3csc(N)n3)C2)OC1=O (stereo not given) | -2.7 | 0.7 | 11.6
COc1ccc(CCN(C)C2CCCC2S(C)(=O)=O)cc1 (stereo not given) | -16.7 | -8.0 | -9.3

Screens (PubChem BioAssay)
